Screening results: PubChem, National Center for Advancing Translational Sciences (NCATS)
RXFP1 ag: RXFP1 (human) receptor agonism. Q9HBX9. Potency, µM (series often up to 57.5 µM), for inactives: at the top dose activation, most hits filed as activators. 370,000 tested, 0.3% active. HEK293T-RXFP1 cAMP TR-FRET, 30 min; response scale: percent of porcine relaxin response, buffer zero; note: potency is the fitted concentration of half-maximal effect; % is set by controls: 0 for no effect and ±100 for the full control effect; nearly all actives have a fitted effect of over 60% in size; many of its hits are not listed in these tables
Target sequence (Q9HBX9 whole entry, looked up): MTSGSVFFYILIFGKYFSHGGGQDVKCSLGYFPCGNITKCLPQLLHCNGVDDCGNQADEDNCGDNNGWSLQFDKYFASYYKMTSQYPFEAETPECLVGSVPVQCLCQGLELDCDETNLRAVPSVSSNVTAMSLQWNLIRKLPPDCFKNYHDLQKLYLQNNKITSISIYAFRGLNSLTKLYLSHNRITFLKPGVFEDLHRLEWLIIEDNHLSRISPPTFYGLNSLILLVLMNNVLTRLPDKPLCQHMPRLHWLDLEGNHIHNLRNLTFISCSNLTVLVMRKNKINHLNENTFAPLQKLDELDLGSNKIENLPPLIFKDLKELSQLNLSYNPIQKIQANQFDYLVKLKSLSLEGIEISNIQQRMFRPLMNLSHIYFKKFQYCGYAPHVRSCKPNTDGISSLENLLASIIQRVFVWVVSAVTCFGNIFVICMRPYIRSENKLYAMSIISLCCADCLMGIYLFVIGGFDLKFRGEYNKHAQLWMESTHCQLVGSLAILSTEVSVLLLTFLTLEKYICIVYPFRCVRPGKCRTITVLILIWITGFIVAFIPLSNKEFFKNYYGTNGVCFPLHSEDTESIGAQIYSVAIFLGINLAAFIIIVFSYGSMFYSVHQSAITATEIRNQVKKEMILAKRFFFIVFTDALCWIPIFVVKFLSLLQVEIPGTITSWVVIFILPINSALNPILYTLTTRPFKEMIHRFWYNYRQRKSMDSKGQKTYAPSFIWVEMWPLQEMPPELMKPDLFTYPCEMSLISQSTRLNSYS
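Agonist response is measured as cAMP accumulation in an RXFP1-transfected HEK293T line under PDE4 inhibition. Values are scaled between buffer-only and 29 nM porcine relaxin, and EC50s come from standard Hill equation fits.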
Apoferritin bind: binds horse apoferritin like a general anesthetic; P02791; apoferritin/1-aminoanthracene competitive binding, fluorescence; Potency, µM (top dose mostly 77.5 µM), without a hit: at the top dose activity change, negative = displacement, most hits filed as inhibitors; 350,000 tested, 0.074% active; note: potency is the fitted concentration of half-maximal effect; % is set by controls: 0 for no effect and ±100 for the full control effect; nearly all actives have a fitted effect of over 20% in size
Target sequence (P02791 2-175 limits assumed): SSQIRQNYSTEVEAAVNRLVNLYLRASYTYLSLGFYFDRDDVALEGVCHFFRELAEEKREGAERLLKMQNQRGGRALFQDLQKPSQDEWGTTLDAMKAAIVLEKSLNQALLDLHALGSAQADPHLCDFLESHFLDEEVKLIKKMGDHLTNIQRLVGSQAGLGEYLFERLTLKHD
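In PBS, apoferritin at 10 uM is loaded with 1-AMA from a 50% saturated solution. After 10 min of compound exposure at ambient temperature, reduced 535 nm fluorescence indicates probe displacement.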
RXFP1 antag: antagonists of human relaxin receptor RXFP1; Q9HBX9; HEK293-RXFP1, relaxin-stimulated cAMP HTRF, 30 min; active compounds read low; activity change, negative = inhibition, % at 57.5 µM; 350,000 tested, 0.59% active;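 active = activity change of -60% or lower, but not beyond a set lower limit; inconclusive = change between -60% and -40%, or beyond the set limit; inactive = change above -40%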; note: % is set by controls: 0 for no effect and ±100 for the full control effect
D1 antag: blocks dopamine activation of the human D1 receptor. 360,000 tested, 3.2% active. activity change, negative = inhibition, % at 10 µM. P21728. HEK293 TREx D1 cells, calcium flux, dopamine EC80; active compounds read low; in the data active = activity change below about -30%; note: % is set by controls: 0 for no effect and ±100 for the full control effect
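Allosteric or orthosteric antagonism assessed as attenuation of the calcium response to EC80 dopamine, added 180 s after compound, in induced HEK293 Trex D1 cells loaded with no-wash calcium dye.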
D1 ag: activates the human D1 dopamine receptor | P21728 | HEK293 T-REx D1 cells, calcium flux, agonist mode | activation, % at 2 µM | 360,000 tested, 1% active; in the data active = activation above about 30%; note: 0% is about no effect
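Inducible HEK293 T-REx D1 cells, force-coupled to calcium signalling, were plated at 4000 cells/well with tetracycline and held overnight at 30 C. After no-wash calcium dye loading, compound-evoked calcium rise over 180 s flagged agonists.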
TRHR PAM: allosterically enhances the human TRH receptor; P34981; TRHR cells, fluo-8 calcium fluorescence, EC20 TRH enhancement; enhancement, % at 2 µM; 360,000 tested, 0.66% active; in the data active = enhancement above about 30%; note: 0% is about no effect
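Enhancer read-out: after compound pinning and an initial kinetic agonist-mode read, an EC20 of TRH (10 nM final) was injected and fluo-8 calcium signal (Ex 480/Em 530) followed at 1 s/cycle for 100 cycles in TRHR-expressing cells.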
D1 PAM: potentiators of human D1 dopamine receptor. P21728. HEK293 TREx D1 cells, calcium flux, dopamine EC20 potentiation. potentiation, % at 10 µM. 360,000 tested, 0.036% active. AID 504651; in the data active = potentiation above about 30%; note: 0% is about no effect
D2 potentiator: positively modulates the human D2 dopamine receptor allosterically; HEK293 T-REx D2, calcium flux, EC20 dopamine potentiation; 340,000 tested, 0.34% active; potentiation, % at 10 µM; AID 485347; P14416;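 active = potentiation over 3 SD above the plate norm, cut at about 30% in these data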; note: 0% is about no effect
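Tetracycline-induced HEK293 T-REx cells force-coupled to calcium signalling expressed D2; compounds were pin-added after a 10 s baseline, read kinetically 180 s, then an EC20 dopamine challenge followed with a further 180 s calcium read.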
TRHR agonist: agonists of human TRH receptor; P34981; 360,000 tested, 0.18% active; activation, % at 2 µM; TRHR cells, calcium flux fluo-8, FDSS agonist mode; in the data active = activation above about 30%; note: 0% is about no effect
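TRHR-expressing cells loaded with fluo-8 calcium dye; 23 nL library compound pin-transferred, kinetic FDSS fluorescence (Ex 480/Em 530) recorded about 180 s for agonist-induced calcium release, before a 10 nM TRH EC20 addition for potentiator mode.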
* hit, by the source's call; ? = inconclusive; . = no result given; & = joins results of further samples; [ ] = dose if it differs, or a comment. Unless noted, calls come from the whole dose curve; as a rule, active = well fitted curve in the direction sought with a large enough effect; inconclusive = small, poorly fitted or top-dose-only effect, or another doubt; inactive = no such curve, though single readings can be large; an effect the other way counts as inactive or inconclusive. Not all compounds are listed. The share of hits here may be higher or lower than overall.

The line under a structure holds: D1 antag	RXFP1 ag	Apoferritin bind	TRHR agonist	D1 ag	D1 PAM	D2 potentiator	RXFP1 antag	TRHR PAM
#1 CCN(C(=O)COC(=O)/C=C/c1ccc(C)o1)c1c(N)n(Cc2ccccc2)c(=O)[nH]c1=O
    2	0.7%	.	0.6	3	3	4	-9	7
#2 CCCn1c(=O)c2ccccc2n2c(SCC(=O)N3CCc4ccccc4C3)nnc12
    0	0.8%	5%	-0.6	0	0	-1	.	3
#3 CN(CC(=O)NCc1ccc(Cl)cc1)S(=O)(=O)c1cccc2nsnc12
    6	0.2%	-13%	0.2	2	-6	15	-1	8
#4 CCOC(=O)CSc1nc2ccccc2c(=O)n1Cc1ccco1
    -3	0.4%	-10%	-0.2	1	-4	8	-3	-2
#5 COc1ccc(NS(=O)(=O)c2ccc(S(=O)(=O)N3CCCC3)cc2)cc1
    .	2.8%	?	1.1	17	-3	1	-8	4
#6 Cc1noc(C)c1-c1nc(CS(=O)(=O)c2ccccc2)no1
    21	2.3%	-3%	-0.4	7	1	-10	0	2
#7 COc1ccccc1CCNC(=O)c1nccnc1C(=O)O
    -6	0.0%	-8%	0.4	1	-3	4	4	14
#8 CCc1nnc(N2C(=O)c3ccc(Oc4ccc([N+](=O)[O-])cc4)cc3C2=O)s1
    1	-1.9%	-6%	0.0	0	-3	6	-3	-6
#9 O=c1c(O)c(-c2cccs2)oc2ccc(Cl)cc12
    53	6.0%	182%[activator]	168*	385*	-14	-24	-6	77*
#10 O=C(NCc1ccco1)C1CCCN(S(=O)(=O)c2ccc(-n3cnnn3)cc2)C1 (configuration not stated)
    0	-1.0%	-16%	-0.3	1	-2	-1	3	5
#11 CSCCC(NC(=O)c1cc([N+](=O)[O-])ccc1Cl)C(=O)O (configuration not stated)
    4	-1.5%	9%	1.0	1	12	-4	8	0
#12 COc1cccc2c(=O)c(C(=O)O)c[nH]c12
    .	9.3%	-9%	1.6	1	-1	9	-2	5
#13 CCC(C)(C)NC(=O)CN(Cc1ccc2c(c1)OCO2)C(=O)CCC(=O)Nc1cc(C)ccn1
    7	1.0%	3%	0.2	1	-2	13	-4	-9
#14 Cc1ccc(C(=O)OCC(=O)Nc2sc3c(c2C#N)CCC3)cc1
    -6	0.3%	9%	-1.1	2	-4	6	-13	-6
#15 COc1ccc(Cl)cc1S(=O)(=O)N1CCC(C(=O)NC2CC2)CC1
    10	-0.2%	-9%	0.2	0	-4	3	-3	-1
#16 CC(Oc1ccc2c3c(c(=O)oc2c1)CCCC3)C(=O)NCCN1CCOCC1 (configuration not stated)
    6	-0.3%	-7%	0.7	4	-4	11	-13	-2
#17 Cc1cc(C)c(OCC(=O)N2CC=C(c3ccccc3)CC2)c(C)c1
    0	-0.4%	-12%	0.0	2	-5	16	-23	8
#18 O=C(OCc1cccs1)c1ccccc1NS(=O)(=O)c1ccc2c(c1)OCCO2
    5	-0.1%	4%	1.5	3	0	.	4	0
#19 CCOC(=O)c1c(NC(=O)COC(=O)c2c(C)noc2C)sc2c1CCC2
    5	3.4%	-15%	0.6	-1	4	-8	-8	1
#20 O=C(COC(=O)c1cccs1)Nc1cccc(S(=O)(=O)NC2=NCCCCC2)c1
    -16	2.0%	-17%	-0.3	6	-10	-10	-3	-3
#21 Cc1ccc(CNS(=O)(=O)c2ccc3[nH]c4c(c3c2)CCCC4)cc1
    -14	2.0%	-8%	-0.1	-1	0	4	-21	3
#22 O=C(CSc1nc(-c2ccccc2)cc(=O)[nH]1)N1CCOCC1
    13	1.6%	-9%	0.1	2	-1	6	-3	0
#23 CC(=O)Nc1ccc(S(=O)(=O)NCC2CCC(C(=O)NCCc3ccc(C)cc3)CC2)cc1 (configuration not stated)
    10	-0.9%	-7%	0.0	-1	-1	-1	4	8
#24 Cn1nc(C(F)(F)F)c(C#N)c1N1CCN(c2ccccn2)CC1
    5	-0.1%	-7%	-0.4	5	1	-1	-13	7
#25 Cc1ccc(N(CC(C)C)S(=O)(=O)c2nnc(NC(=O)c3ccco3)s2)cc1
    -4	-0.4%	-1%	-0.1	3	-1	-6	-10	9
#26 COc1ccc(-n2nnnc2SCC(=O)NC(=O)Nc2ccc3c(c2)OCCO3)cc1
    .	-2.5%	-21%	-0.1	1	-1	13	-2	-2
#27 O=C(Nc1cc(Cl)cc(Cl)c1)c1coc(=O)c(Br)c1
    -46*	?	0%	0.7	37*	-2	-7	-3	-4
#28 COC(=O)c1cc(NC(=O)c2cc(-c3ccc(C(F)(F)F)cc3)oc2C(F)(F)F)ccc1N1CCOCC1
    -15	-2.3%	-2%	0.0	5	-3	0	3	1
#29 CNC(=O)/C(C#N)=C/c1c(N2CCN(C)CC2)nc2c(C)cccn2c1=O
    1	21%	-4%	0.4	1	1	0	4	-2
#30 Cc1ccc(S(=O)(=O)Nc2cc(NC(=O)CN3CCOCC3)ccc2Cl)cc1
    1	2.0%	-7%	-1.7	1	-11	14	-5	6

Full records as entered above. Values in the order: D1 antag | RXFP1 ag | Apoferritin bind | TRHR agonist | D1 ag | D1 PAM | D2 potentiator | RXFP1 antag | TRHR PAM
Results for `CN(CC(=O)NCc1ccc(Cl)cc1)S(=O)(=O)c1cccc2nsnc12` : 6 | 0.2% | -13% | 0.2 | 2 | -6 | 15 | -1 | 8
Results for `O=C(COC(=O)c1cccs1)Nc1cccc(S(=O)(=O)NC2=NCCCCC2)c1` : -16 | 2.0% | -17% | -0.3 | 6 | -10 | -10 | -3 | -3
Results for `CCc1nnc(N2C(=O)c3ccc(Oc4ccc([N+](=O)[O-])cc4)cc3C2=O)s1` : 1 | -1.9% | -6% | 0.0 | 0 | -3 | 6 | -3 | -6

Remaining list, next part.
The line under a structure holds: D1 antag	RXFP1 ag	Apoferritin bind	TRHR agonist	D1 ag	D1 PAM	D2 potentiator	RXFP1 antag	TRHR PAM
#31 CCCC1(c2ccccc2)NC(=O)N(CC(=O)c2[nH]c(C)c(C(=O)OCC)c2C)C1=O (configuration not stated)
    42	-0.8%	?	-1.3	39*	4	11	-20	5
#32 Cn1c2c(c(=O)n(C)c1=O)C(c1ccccc1C(F)(F)F)CC(=O)N2 (configuration not stated)
    4	1.7%	4%	0.8	0	-2	3	.	20
#33 CC(=O)Nc1ccc(S(=O)(=O)N(C2=NCC(C)S2)c2ccccc2)cc1 (configuration not stated)
    -11	-0.6%	-11%	0.2	-1	-6	-6	-14	-11
#34 Cc1ccccc1CNS(=O)(=O)c1c(C)[nH]c(C)c1C(=O)N1CCCCC1
    -3	3.0%	-1%	0.4	2	0	.	17	-4
#35 O=C(COC(=O)CNC(=O)C1CCCCC1)Nc1ccc2c(c1)OCCO2
    9	0.4%	?	-0.1	4	-1	-4	-18	-1
#36 CC(=O)c1ccc(NC(=O)C2CCCN(S(=O)(=O)c3ccc(-n4cnnn4)cc3)C2)cc1 (configuration not stated)
    -18	1.4%	6%	0.0	0	-11	.	-19	-1
#37 c1ccc(C2CN3CCSC3=N2)cc1 (configuration not stated)
    -14	1.6%	6%&-10%	-0.1	1	-3	-4	.	13
#38 CCOC(=O)c1cc(C#N)c(SCC(=O)O)[nH]c1=O
    -5	-2.4%	-3%	0.1	3	5	-7	-32	-3
#39 Cc1ccc(NC(c2ccccc2)c2nc3ccccc3[nH]c2=O)cc1 (configuration not stated)
    -15	2.5%	2%	0.8	1	-8	7	-7	-4
#40 O=C1/C(=C\c2ccsc2)N2CCC1CC2
    -12	-4.5%	-9%	0.5	1	-2	-2	-6	3
#41 COc1ccc(OCC(=O)Nc2ccc(N3CCOCC3)cc2)c([N+](=O)[O-])c1
    -22	-1.4%	-12%	0.4	2	-4	12	2	12
#42 COc1ccc(CCNC(=O)c2nc(-c3ccc(Cl)cc3)n3c2CCCCC3)c(OC)c1
    13	0.4%	35%[activator]	0.3	6	-2	2	-12	-11
#43 CCOC(=O)c1scc(-c2ccc(C)cc2)c1S(=O)(=O)Nc1cccc(CC)c1
    3	-1.3%	17%	-0.4	23	-5	7	.	4
#44 Cc1cc(C)n2nc[n+](C)c2n1
    5	0.9%	-6%	-1.2	1	-10	.	10	4
#45 CCOc1ncccc1C(=O)Nc1ccc(Cl)cc1
    -12	-1.0%	1%	0.2	1	-7	.	-9	8
#46 COc1cc(C2CC(=O)N(c3ccc(C)cc3)C(=O)C2)cc(OC)c1OC
    -1	0.0%	3%	0.1	2	2	3	-12	4
#47 COc1nc2ccccc2c(=O)n1OCC(C)C
    -6	2.2%	-13%	-1.5	6	-4	5	2	3
#48 CCCOc1cc(NCc2ccccc2)c2ncn(C(C)C)c2c1
    43	2.2%	.	0.4	33*	15	16	.	6
#49 CS(=O)(=O)N1CCC(Oc2cccc(C(=O)NCCCOc3cccnc3)c2)CC1
    1	0.1%	-7%	-0.1	2	12	0	-2	1
#50 O=C(CSCc1ccccc1Cl)Nc1c[nH]c(=O)[nH]c1=O
    -2	-4.7%	3%	-0.7	6	0	5	.	9
#51 CCC(C(=O)Nc1ccc(OC)c(Cl)c1)c1ccccc1 (configuration not stated)
    -15	2.3%	?	-0.2	14	-8	8	-2	20
#52 Cc1ccc2nc3c(c(C(=O)O)c2c1)CCC3
    2	1.6%	-7%	0.0	2	-5	-6	6	0
#53 CCn1c(SCC(=O)NCc2ccco2)nc2ccccc2c1=O
    13	4.2%	-5%	-1.5	0	8	0	-2	-5
#54 Cc1oc(-c2ccccc2F)nc1CS(=O)(=O)CC(=O)NCCCc1ccccc1
    12	1.0%	0%	-0.4	-2	-3	3	-1	-4
#55 Cc1csc2ncc(C(=O)Nc3ccc(C(F)(F)F)cc3)c(=O)n12
    5	17%	0%	0.5	5	-1	5	.	-1
#56 Nc1nnnn1CC(=O)N/N=C/c1cc([N+](=O)[O-])ccc1O
    -3	-2.8%	-11%	-0.5	4	1	14	-5	-9
#57 O=C(COC(=O)c1cccs1)Nc1nc(-c2ccccc2)cs1
    -5	2.3%	2%	0.1	0	-3	-3	0	-2
#58 Cc1noc(/C=C/c2ccccc2F)c1S(=O)(=O)N1CCC(C(=O)NCC(C)c2ccccc2)CC1 (configuration not stated)
    15	1.5%	-6%	0.4	2	2	-1	-2	22
#59 CCOC(=O)CN1C(=O)C(O)(CC(=O)c2ccccn2)c2ccccc21 (configuration not stated)
    -9	2.0%	-8%	0.3	3	0	-6	.	0
#60 COc1cccc(-n2cnc3sc(C)cc3c2=O)c1
    18	-0.5%	?	-0.7	1	6	15	27	3
#61 O=C(Nc1sc2c(c1C(=O)NCc1ccco1)CCCC2)c1cc(=O)c2ccccc2o1
    3	-1.4%	1%	0.0	1	1	-9	1	4
#62 Cc1c(Cl)cccc1NC(=O)CCS(=O)(=O)c1ccc2c(c1)CC(C)N2C(=O)C1CC1 (configuration not stated)
    -17	1.2%	-13%	-0.5	7	-2	0	0	-3
